Compound activity from PubChem BioAssay.
Yp Topo-I inh – Yersinia pestis topoisomerase I inhibitors, primary screen, biochemical, cleavage product accumulation, plate reader, single point. hit rate 0.064% among 360,000. activity, % at 10 µM. AID 504884, 2011. DNA topoisomerase I (Yersinia pestis CO92). Y. pestis Topo-I cleavage product accumulation; in the data active means activity above about 50%, passing the limit was not always enough; further: inactives centre near 2
Anthrax LF inh2 – Bacillus anthracis LF protease inhibitors, primary screen, biochemical, multiplex microsphere, MLPCN library. AID 588501, 2011. Lethal factor (Bacillus anthracis), P15917. hit rate 0.12% among 360,000. inhibition, % at 10 µM. multiplex microsphere protease cleavage assay; further: plate controls were buffer without enzyme for full effect and enzyme alone for no effect
PrPC TRFRET – inhibitors of human cell surface prion protein PrPC, primary screen, cell-based, TR-FRET. hit rate 0.43% among 370,000. Major prion protein (Homo sapiens), P04156. inhibition, % at 13.8 µM. TR-FRET read-out; in the data active means inhibition above about 24%; further: 0% = median of the test wells and 100% = reference compound wells
BH1578 lux ind – inducers of Vibrio cholerae quorum light production without autoinducers, primary screen, BH1578 luxS cqsA deficient, single point; hit rate 0.16% among 350,000; AID 588436, 2011; activation, % at 18.7 µM; V. cholerae BH1578 lux reporter, luminescence, 6 h; in the data active means activation mostly above about 9.7%, no sharp cut-off; further: not every result past the cut was called active; inactives centre near 0; reference of the scale not given here
PfHsp40 yeast – rescue of yeast from PfHsp40 toxicity, primary screen, S. cerevisiae, ATP luminescence | hit rate 0.68% among 340,000 | growth rescue, % at 12.5 µM | S. cerevisiae expressing PfHsp40, growth rescue; in the data active means growth rescue above about 28%, passing the limit was not always enough;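 further: yeast W303a lacking pdr1 and pdr3 grown in galactose medium; growth measured after three days at 30 °C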
BoNT-A LC inh2 – BoNT/A light chain protease inhibitors, primary screen, biochemical, flow cytometry, MLPCN library. Botulinum neurotoxin type A light chain protease (Clostridium botulinum A str. ATCC 3502). multiplex microsphere protease substrate cleavage. inhibition, % at 10 µM. hit rate 0.17% among 360,000; further: plate controls were buffer without enzyme for full effect and enzyme alone for no effect
SARS 3CLpro inh – SARS-CoV 3CLpro protease inhibitors, primary screen, biochemical, quenched FRET. inhibition, % at 6 µM. recombinant SARS-CoV 3CLpro, quenched FRET peptide cleavage. Replicase polyprotein 1ab (Severe acute respiratory syndrome coronavirus), P0C6X7. hit rate 0.14% among 290,000. AID 1706, 2009; in the data active means inhibition above about 12%
PriA SSB inh – inhibitors of Klebsiella pneumoniae PriA binding to SSB C-terminal tail, primary screen, biochemical, AlphaScreen. hit rate 0.6% among 430,000. inhibition, % at 33 µM. AlphaScreen SSBct-PriA binding, biotinylated peptide. AID 1272365, 2023. PriA–SSB C-terminal tail interaction (Klebsiella pneumoniae); in the data active means inhibition mostly above about 37%, no sharp cut-off; inactive means mostly below about 20%;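 further: plate controls were negative control peptide for no effect and reference peptide for full effect; strong numbers were not always called active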
TcdB inh – TcdB glycohydrolase inhibitors, primary screen, biochemical, single point, plate reader; TcdB glycohydrolase enzymatic assay; inhibition, % at 9.99 µM; hit rate 0.24% among 350,000; AID 652162, 2013; in the data active means inhibition above about 10%
An asterisk follows results filed as active. Unless noted, no stated cut-off is given here; in the data, active means inhibition above about 30%; inconclusive means no clear call, values can overlap the other calls; inactive means below that.

What do the screens show for `Cc1cn(C2CC(O)C(CO)O2)c(=O)n(Cc2ccccc2)c1=O` (stereo not given)?
Yp Topo-I inh: 11; Anthrax LF inh2: -3; PrPC TRFRET: -2; BH1578 lux ind: inactive; PfHsp40 yeast: 0.5; BoNT-A LC inh2: -0.1; PriA SSB inh: -3; TcdB inh: 0.0

How did Cc1ccc2nc3c(cc2c1)c(NS(=O)(=O)c1ccccc1)nn3CC(C)C do in these assays?
Yp Topo-I inh: -9; Anthrax LF inh2: -3; PrPC TRFRET: -4; BH1578 lux ind: -0.1; PfHsp40 yeast: 0.2; BoNT-A LC inh2: 0.7; SARS 3CLpro inh: 0; PriA SSB inh: 2

How did CCCC(c1nnnn1Cc1cccs1)N1CCN(c2nc3ccccc3s2)CC1 (stereo not given) do in these assays?
Yp Topo-I inh: 28; Anthrax LF inh2: 1; PrPC TRFRET: -9; BH1578 lux ind: -7.1; PfHsp40 yeast: 3.2; BoNT-A LC inh2: 0.9; SARS 3CLpro inh: 6; PriA SSB inh: 5

Results for O=C(CNC(=O)C1COc2ccccc2O1)N/N=C\c1ccc(Br)cc1 (stereo not given) ?
Yp Topo-I inh: 10; Anthrax LF inh2: -4; PrPC TRFRET: -8; BH1578 lux ind: -0.9; PfHsp40 yeast: 5.8; BoNT-A LC inh2: 1.3; SARS 3CLpro inh: 4; TcdB inh: 0.2

How did N#CCCC(C#N)(c1cccnc1)N1CCOCC1 (stereo not given) do in these assays?
Yp Topo-I inh: 4; Anthrax LF inh2: 4; PrPC TRFRET: -7; BH1578 lux ind: -0.3; BoNT-A LC inh2: -0.4; TcdB inh: 0.9

How did NNC(=O)CCc1nc2ccc(O)cc2[nH]1 do in these assays?
Yp Topo-I inh: 1; Anthrax LF inh2: 2; PrPC TRFRET: 3; BH1578 lux ind: -0.3; PfHsp40 yeast: 0.2; BoNT-A LC inh2: 1.4; SARS 3CLpro inh: -7; PriA SSB inh: -5; TcdB inh: 14*

What do the screens show for `Cc1ccc(NS(=O)(=O)c2ccc(Cl)c(C(=O)Nc3ccccc3-c3nc4ccccc4[nH]3)c2)cc1C`?
Yp Topo-I inh: 0; Anthrax LF inh2: -2; PrPC TRFRET: 26*; BH1578 lux ind: 0.0; PfHsp40 yeast: -0.9; BoNT-A LC inh2: 0.3; SARS 3CLpro inh: 2; PriA SSB inh: 6

Results for O=C(NCCc1ccc2c(c1)OCCO2)c1cccc(S(=O)(=O)N2CCCC2)c1 ?
Yp Topo-I inh: 6; Anthrax LF inh2: -13; PrPC TRFRET: -3; BH1578 lux ind: -4.0; PfHsp40 yeast: -1.5; BoNT-A LC inh2: 0.8; PriA SSB inh: -9; TcdB inh: 1.9

What do the screens show for `COc1ccc(NC(=O)CSc2nc(C3CC3)nc3ccccc23)cc1`?
Yp Topo-I inh: 0; Anthrax LF inh2: -1; PrPC TRFRET: 13; BH1578 lux ind: -0.3; PfHsp40 yeast: -0.7; BoNT-A LC inh2: -0.3; SARS 3CLpro inh: -6; PriA SSB inh: 1; TcdB inh: -0.4

What do the screens show for `CC(C)(C)C1(O)CC(C(F)(F)F)=NN1C(=O)CCCc1ccccc1` (stereo not given)?
Yp Topo-I inh: 3; Anthrax LF inh2: -4; PrPC TRFRET: -4; BH1578 lux ind: -0.5; PfHsp40 yeast: 0.0; BoNT-A LC inh2: -1.3; SARS 3CLpro inh: 6; PriA SSB inh: -25; TcdB inh: -1.5

What do the screens show for `CCOC(=O)C1=C(C)OC(N)=C(C#N)C1c1ccccc1` (stereo not given)?
Yp Topo-I inh: 7; Anthrax LF inh2: 0; PrPC TRFRET: 3; BH1578 lux ind: inactive; PfHsp40 yeast: 0.6; BoNT-A LC inh2: -0.8; SARS 3CLpro inh: 6; PriA SSB inh: -7; TcdB inh: 0.4

Results for O=C(NCc1ccccn1)c1cn(Cc2ccccc2)nn1 ?
Yp Topo-I inh: -4; Anthrax LF inh2: -2; PrPC TRFRET: 6; PfHsp40 yeast: -0.7; BoNT-A LC inh2: 1.3; SARS 3CLpro inh: 4; PriA SSB inh: -16

How did CC[C@@H](C)[C@@H](CO)NC(=O)[C@H]1O[C@@H](n2cnc3c(N)ncnc32)[C@H](O)[C@@H]1O do in these assays?
Anthrax LF inh2: -1; PrPC TRFRET: -3; BoNT-A LC inh2: 0.0; TcdB inh: 1.2

Results for O=C(NC12CC3CC(CC(C3)C1)C2)C1CCCN1C(=O)Nc1ccccc1 (stereo not given) ?
Yp Topo-I inh: 0; Anthrax LF inh2: -5; PrPC TRFRET: -5; BH1578 lux ind: -0.6; PfHsp40 yeast: -1.0; BoNT-A LC inh2: -3.2; SARS 3CLpro inh: 9; PriA SSB inh: -11; TcdB inh: 1.2

How did CCN1CCN(C(=O)c2sc3ncnc(N4CCc5ccccc5C4)c3c2C)CC1 do in these assays?
Yp Topo-I inh: 26; Anthrax LF inh2: -2; PrPC TRFRET: -3; BH1578 lux ind: -0.3; PfHsp40 yeast: -1.0; BoNT-A LC inh2: -0.3; SARS 3CLpro inh: 9; PriA SSB inh: -8; TcdB inh: -0.4

Results for Cn1c(SCC(=O)NCc2ccco2)nnc1C1CCCC1 ?
Yp Topo-I inh: -7; Anthrax LF inh2: 1; PrPC TRFRET: 6; BH1578 lux ind: inactive; PfHsp40 yeast: 2.1; BoNT-A LC inh2: -1.5; SARS 3CLpro inh: -1; PriA SSB inh: -27; TcdB inh: -3.0

What do the screens show for `CCC/C(=N/NC(=O)c1ccc2c(c1)OCO2)c1cccs1`?
Yp Topo-I inh: -3; Anthrax LF inh2: 6; PrPC TRFRET: 5; BH1578 lux ind: -0.6; PfHsp40 yeast: 0.2; BoNT-A LC inh2: 0.5; SARS 3CLpro inh: 0; TcdB inh: 0.7

How did Oc1[nH]c2ccccc2c1N=NC(=S)N1CCOCC1 do in these assays?
Yp Topo-I inh: -7; Anthrax LF inh2: 9; BH1578 lux ind: inactive; PfHsp40 yeast: 2.3; BoNT-A LC inh2: 4.8; SARS 3CLpro inh: 1; PriA SSB inh: 59*

How did Cc1ccc(NC(=O)NC(=O)N(C2CCCCC2)S(=O)(=O)c2ccccc2)cc1 do in these assays?
Yp Topo-I inh: -6; Anthrax LF inh2: -4; PrPC TRFRET: 12; BH1578 lux ind: -0.7; PfHsp40 yeast: -1.7; BoNT-A LC inh2: -1.1; SARS 3CLpro inh: 6; PriA SSB inh: 6

How did COCCn1cnc2c1c(=O)n(CC(=O)NC1CCCCC1)c(=O)n2Cc1ccccc1 do in these assays?
Yp Topo-I inh: 2; Anthrax LF inh2: -3; PrPC TRFRET: 3; BH1578 lux ind: inactive; BoNT-A LC inh2: -0.8; TcdB inh: 0.0

Retrieved by structure from the entries so far, 2 records:
What do the screens show for `Cc1cn(C2CC(O)C(CO)O2)c(=O)n(Cc2ccccc2)c1=O` (stereo not given)?
Yp Topo-I inh: 11; Anthrax LF inh2: -3; PrPC TRFRET: -2; BH1578 lux ind: inactive; PfHsp40 yeast: 0.5; BoNT-A LC inh2: -0.1; PriA SSB inh: -3; TcdB inh: 0.0

What do the screens show for `CC(C)(C)C1(O)CC(C(F)(F)F)=NN1C(=O)CCCc1ccccc1` (stereo not given)?
Yp Topo-I inh: 3; Anthrax LF inh2: -4; PrPC TRFRET: -4; BH1578 lux ind: -0.5; PfHsp40 yeast: 0.0; BoNT-A LC inh2: -1.3; SARS 3CLpro inh: 6; PriA SSB inh: -25; TcdB inh: -1.5

Continued:
How did CCCC1=NN(C(=O)C(=O)Nc2ccc(Br)cc2)C(O)(C(F)(F)F)C1 (stereo not given) do in these assays?
Yp Topo-I inh: -7; Anthrax LF inh2: -8; PrPC TRFRET: 9; BH1578 lux ind: -0.9; PfHsp40 yeast: -0.5; BoNT-A LC inh2: -1.0; SARS 3CLpro inh: 4; PriA SSB inh: 17; TcdB inh: 0.3

Results for COc1ccc(NC(=O)CSc2nnnn2-c2ccccc2OC)c(OC)c1 ?
Yp Topo-I inh: 20; Anthrax LF inh2: -9; PrPC TRFRET: 7; BH1578 lux ind: -0.1; PfHsp40 yeast: 3.7; BoNT-A LC inh2: 1.7; SARS 3CLpro inh: -2; PriA SSB inh: 7; TcdB inh: -0.2

Results for CCCN(CC(=O)Nc1ccccc1OC)C(=O)c1ccc2[nH]c3c(c2c1)CC(C)CC3 (stereo not given) ?
Yp Topo-I inh: -4; Anthrax LF inh2: -10; PrPC TRFRET: 4; BH1578 lux ind: 2.5; PfHsp40 yeast: 0.8; BoNT-A LC inh2: -1.0; PriA SSB inh: -9; TcdB inh: -0.1

What do the screens show for `CN(CCOc1ccc(-c2ccn(S(=O)(=O)c3ccc(Cl)cc3)n2)cc1)c1ccccn1`?
Yp Topo-I inh: -2; Anthrax LF inh2: -2; PrPC TRFRET: 9; BH1578 lux ind: inactive; PfHsp40 yeast: 5.7; BoNT-A LC inh2: 0.8; SARS 3CLpro inh: 5; PriA SSB inh: -18

Results for Cc1cc(Cl)cc2sc(NC(=O)C3CC3)nc12 ?
Yp Topo-I inh: 2; Anthrax LF inh2: -14; PrPC TRFRET: -2; BH1578 lux ind: -0.3; PfHsp40 yeast: -0.9; BoNT-A LC inh2: -1.0; SARS 3CLpro inh: 2; PriA SSB inh: -13; TcdB inh: 1.7

How did C=CCNC(=O)Nc1ccc(F)cc1F do in these assays?
Yp Topo-I inh: -4; Anthrax LF inh2: -1; PrPC TRFRET: 1; BH1578 lux ind: inactive; PfHsp40 yeast: -0.5; BoNT-A LC inh2: -0.1; SARS 3CLpro inh: 0; PriA SSB inh: -3; TcdB inh: 1.4

Results for CCCCNC(=S)NNC(=O)c1nn(C)c(C)c1Cl ?
Yp Topo-I inh: -8; Anthrax LF inh2: -1; PrPC TRFRET: -4; BH1578 lux ind: -0.1; PfHsp40 yeast: 0.1; BoNT-A LC inh2: 0.7; SARS 3CLpro inh: -1; PriA SSB inh: 6

Results for Cc1nc2ccccn2c1C(=O)CSc1ccccc1 ?
Yp Topo-I inh: 9; Anthrax LF inh2: -5; PrPC TRFRET: 7; BH1578 lux ind: 0.4; PfHsp40 yeast: 2.2; BoNT-A LC inh2: -0.9; SARS 3CLpro inh: -2; PriA SSB inh: 3; TcdB inh: 1.7

How did CCOC(=O)Cc1csc(NC(=O)c2ccc(C)o2)n1 do in these assays?
Yp Topo-I inh: -2; Anthrax LF inh2: 0; PrPC TRFRET: -3; BH1578 lux ind: inactive; PfHsp40 yeast: 0.4; BoNT-A LC inh2: -0.5; SARS 3CLpro inh: 3; PriA SSB inh: -6

What do the screens show for `O=C(COC(=O)c1ccc2c(c1)S(=O)(=O)N=C1CCCCCN12)NCCc1ccc(F)cc1`?
Yp Topo-I inh: -5; Anthrax LF inh2: -6; PrPC TRFRET: 5; BH1578 lux ind: -0.6; PfHsp40 yeast: -2.4; BoNT-A LC inh2: 0.8; SARS 3CLpro inh: 0; PriA SSB inh: 2; TcdB inh: 1.1

What do the screens show for `O=C(CCC(=O)c1cccs1)NNC(=O)c1cccc(Cl)c1`?
Yp Topo-I inh: 1; Anthrax LF inh2: -5; PrPC TRFRET: 3; BH1578 lux ind: inactive; PfHsp40 yeast: -0.9; BoNT-A LC inh2: 5.9; PriA SSB inh: -6; TcdB inh: 2.8

How did CC(C)Nc1nnc(Sc2ccc(Cl)cc2[N+](=O)[O-])s1 do in these assays?
Yp Topo-I inh: 1; Anthrax LF inh2: 0; PrPC TRFRET: -19; BH1578 lux ind: -0.3; PfHsp40 yeast: -1.0; BoNT-A LC inh2: -0.8; SARS 3CLpro inh: 4; PriA SSB inh: 15

How did COc1cccc(C(=O)N/N=c2/oc3ccccc3cc2C(N)=O)c1 do in these assays?
Yp Topo-I inh: 3; Anthrax LF inh2: -7; PrPC TRFRET: -18; BH1578 lux ind: inactive; PfHsp40 yeast: 0.8; BoNT-A LC inh2: -6.7; SARS 3CLpro inh: -1; TcdB inh: -1.7

An excerpt; the hit share may differ from the screen's.
